# High-throughput results from PubChem BioAssay.
# MEX-5 binding: MEX-5 zinc finger RNA-binding disruptors – biochemical, C. elegans, fluorescence polarization, MLPCN library, primary screen; 300,000 compounds, 0.38% hits; MEX-5/FITC-TCR2 RNA binding; hits give low values; Zinc finger protein mex-5 (Caenorhabditis elegans), Q9XUB2; AID 1832, 2009; activity score (negative = inhibition of binding), % at 10 µM;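 active = inhibition past about -25% in most replicates, and total fluorescence under double the plate's negative control median, limit read from the data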;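 note: 0% = DMSO and -100% = 5 µM competing unlabeled TCR2 RNA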
# Target sequence (Q9XUB2 whole entry, looked up): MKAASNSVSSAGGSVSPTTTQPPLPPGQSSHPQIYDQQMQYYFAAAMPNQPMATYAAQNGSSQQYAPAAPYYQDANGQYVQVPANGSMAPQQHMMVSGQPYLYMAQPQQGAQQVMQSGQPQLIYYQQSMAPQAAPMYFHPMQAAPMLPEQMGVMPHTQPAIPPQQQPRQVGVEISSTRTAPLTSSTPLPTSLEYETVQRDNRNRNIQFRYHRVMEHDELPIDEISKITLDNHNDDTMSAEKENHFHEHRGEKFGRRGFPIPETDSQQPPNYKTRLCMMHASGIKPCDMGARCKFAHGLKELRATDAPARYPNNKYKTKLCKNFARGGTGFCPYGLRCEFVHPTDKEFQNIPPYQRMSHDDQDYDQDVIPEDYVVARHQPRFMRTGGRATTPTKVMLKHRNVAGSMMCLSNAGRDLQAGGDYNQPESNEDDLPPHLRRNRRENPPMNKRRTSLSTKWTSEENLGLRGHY
# VLA-4 inh: inhibition in human VLA-4 binding assay, primary screen, VLA-4 allosteric modulator project, MLPCN library, flow cytometry, VLA-4 expressing cells | AID 2557, 2010 | 330,000 compounds, 0.2% hits | Integrin alpha-4 (Homo sapiens), P13612 | ligand binding flow cytometry | inhibition, % (about 7 µM as worked out from the volumes in the protocol); in the data active = inhibition above about 50%
# Fam108B inh: mouse Fam108B serine hydrolase inhibitors, primary screen, counter-screen for RBBP9 inhibitor project, biochemical, fluorescence polarization; AID 1947, 2009; 300,000 compounds, 0.33% hits; recombinant Fam108B, FP-Rh probe fluorescence polarization; inhibition, % at 9.51 µM;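 active = inhibition above the screen mean inhibition plus 3 SD, computed separately per campaign, cut at about 18% in these data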;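 note: inhibitors lower polarization as less probe binds the enzyme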
# Efflux pump mplx: inhibitors of Candida efflux pumps in yeast, primary screen, S. cerevisiae, Nile Red, multiplex | inhibition, % at 10 µM | 330,000 compounds, 0.44% hits | S. cerevisiae Candida pump triplex;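 active = plate passing quality check with inhibition over a set limit, or well fluorescence over plate mean plus 4 SD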;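 note: Nile Red retained in pooled yeast measured as flow cytometry median fluorescence; 0% = buffer negative control and 100% = Enniatin B positive control; higher means more Nile Red kept so more efflux inhibition; some compounds called inactive have numbers as strong as hits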
# PME-1 primary: PME-1 inhibitors via competitive probe labeling, primary screen, biochemical, fluorescence polarization, FP-Rh probe, HTS; Protein phosphatase methylesterase 1 (Homo sapiens), Q9Y570; recombinant PME-1; inhibition, % at 5.9 µM; 320,000 compounds, 0.53% hits;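 active = inhibition above the campaign mean of all compounds plus 3 SD, cut at about 26% in these data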;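 note: competitive labeling of PME-1 active site by serine hydrolase directed probe; 0% = PME-1 with DMSO and 100% = wells lacking PME-1 enzyme; inhibitors block probe labeling so polarization falls and inhibition rises; many of its hits are not listed in these tables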
# Target sequence (Q9Y570 whole entry, looked up): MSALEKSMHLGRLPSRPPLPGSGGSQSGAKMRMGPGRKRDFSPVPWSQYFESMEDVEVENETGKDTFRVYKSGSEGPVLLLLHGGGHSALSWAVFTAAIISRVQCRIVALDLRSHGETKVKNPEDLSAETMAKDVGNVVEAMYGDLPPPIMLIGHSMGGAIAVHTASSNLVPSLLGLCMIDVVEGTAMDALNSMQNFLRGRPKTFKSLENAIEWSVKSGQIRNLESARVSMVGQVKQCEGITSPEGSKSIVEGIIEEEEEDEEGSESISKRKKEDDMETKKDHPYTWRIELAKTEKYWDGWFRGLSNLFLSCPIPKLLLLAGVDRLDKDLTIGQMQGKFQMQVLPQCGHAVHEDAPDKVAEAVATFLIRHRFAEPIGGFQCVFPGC
# MCL1-BIM inh: inhibitors of MCL1 binding to BIM-BH3, primary screen, biochemical, fluorescence polarization; 320,000 compounds, 0.68% hits; GST-MCL1 / FITC-Bim-BH3 fluorescence polarization; Induced myeloid leukemia cell differentiation protein Mcl-1 (Homo sapiens), Q07820; inhibition, % at 10.9 µM;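 active = inhibition above the mean inhibition of all tested compounds plus 3 SD, set per campaign, cut at about 40% in these data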;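 note: 0% = DMSO wells and 100% = unlabeled Bim-BH3 peptide control; higher means more loss of mP so more displacement of Bim peptide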
# GRK2 inh: compounds blocking aptamer binding on GRK2 – biochemical, human GRK2, bead flow cytometry, HTS, primary screen | AID 488847, 2010 | FAM-aptamer displacement from GRK2 | Beta-adrenergic receptor kinase 1 (Homo sapiens), P25098 | 330,000 compounds, 0.59% hits | inhibition of aptamer binding, % at 10 µM;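 active = inhibition of aptamer binding above 40%, roughly 3 SD of noise, on plates passing a quality check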;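 note: median bead fluorescence of bound FAM aptamer so fluorescent compounds give negative values; no value below 0 was filed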
# GLD-1 TGE inh: GLD-1/TGE RNA complex disruptors, primary screen, biochemical, fluorescence polarization. Female germline-specific tumor suppressor gld-1 (Caenorhabditis elegans), Q17339. purified GLD-1 + fluorescein TGE RNA. inhibition, % at 5.96 µM. 320,000 compounds, 0.44% hits. AID 2280, 2010;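 active = percent inhibition above a per-plate cutoff, the plate mean of test compounds plus 3 SD, cut at about 30% in these data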;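 note: 0% = DMSO wells with GLD-1 and probe and 100% = wells lacking GLD-1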
# BCLXL inh: inhibitors of human Bcl-xL, primary screen, biochemical, fluorescence polarization, HTS; Bcl-2-like protein 1 (Homo sapiens), Q07817; GST-Bcl-xL / FITC-Bim BH3 peptide fluorescence polarization; inhibition, % at 10.9 µM; 320,000 compounds, 0.7% hits; AID 2129, 2009;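 active = inhibition above the mean of all tested compounds plus 3 SD, cutoff set per campaign, cut at about 30% in these data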;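 note: 0% = DMSO wells and 100% = unlabeled Bim-BH3 peptide competitor; inhibitors lower millipolarization by displacing the labeled peptide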
# Target sequence (Q07817 whole entry, looked up): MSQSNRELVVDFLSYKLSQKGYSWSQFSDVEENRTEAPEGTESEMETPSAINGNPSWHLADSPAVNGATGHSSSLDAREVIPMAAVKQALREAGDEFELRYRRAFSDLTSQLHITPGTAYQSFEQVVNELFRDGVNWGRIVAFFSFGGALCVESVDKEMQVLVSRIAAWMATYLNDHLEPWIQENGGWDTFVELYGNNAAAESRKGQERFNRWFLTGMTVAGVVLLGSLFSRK
# An asterisk follows results filed as active; . = no result given.
SMILES,MEX-5 binding,VLA-4 inh,Fam108B inh,Efflux pump mplx,PME-1 primary,MCL1-BIM inh,GRK2 inh,GLD-1 TGE inh,BCLXL inh
O=C(CCc1nc2ccccc2c(=O)[nH]1)OCc1ccc(Cl)cc1Cl,-3.2,18.6,0.6,0.0,-7.2,3.1,1.0,4.1,1.9
CN(Cc1ccc(Cl)cc1)C(=O)CCl,0.3,-11.5,-2.5,0.3,-3.0,3.2,0.0,0.5,8.9
CC1CCCN(C(=O)CNC(=O)Cn2ccc3ccccc3c2=O)C1 (stereo not given),0.3,-8.9,-4.6,0.7,-5.3,-3.6,1.0,5.8,-2.5
CCOCCCNC(=O)c1cc2sc(Cl)cc2n1CC,-3.8,-6.0,4.9,-0.1,1.6,3.2,0.0,1.2,0.9
Cc1ccc(OCC(=O)Nc2nnc(-c3ccco3)s2)cc1,1.5,7.7,2.4,0.1,0.6,5.7,0.0,-1.8,-1.6
CCNC(=O)CSc1nc2ccccc2c(=O)n1-c1cc(OC)ccc1OC,-0.6,0.0,-3.2,-0.2,2.8,4.5,2.0,2.4,1.5
Cc1ccc(CN2CCN(C(=O)c3cccc4ccccc34)CC2)cc1,3.2,11.7,.,0.0,.,.,4.0,.,.
Cc1ccc(-c2nnc(N3CCN(C(=O)CN4CCOCC4)CC3)c3ccccc23)cc1,-0.5,4.1,1.0,0.0,-8.0,0.9,2.0,5.8,2.8
COc1ccc(C(CCNCc2ccc(OC)c(OC)c2)c2ccc(F)cc2)cc1 (stereo not given),0.7,10.3,-1.7,-0.1,1.0,-4.6,0.0,-2.1,-0.9
Cc1ccc(S(=O)(=O)N2CCN(C(=O)CN3CCOCC3)C2)cc1,0.5,-3.8,0.3,-0.1,6.6,-0.3,3.0,0.0,3.5
NC(=O)COn1c(SCC(N)=O)nc2ccccc2c1=O,1.8,-4.0,1.5,0.2,8.9,1.9,0.0,2.6,2.2
Cc1ccccc1S(=O)(=O)Cc1ccc(C(=O)N2CCN(c3ncccn3)CC2)o1,2.7,-4.1,-0.1,0.3,3.0,2.4,0.0,1.0,-0.8
CC(NC(=O)COc1ccc(-c2ccccc2)cc1)C1CCCO1 (stereo not given),-1.6,2.3,-0.9,0.5,3.9,2.9,0.0,-1.2,4.0
O=C1c2ccccc2-c2nnc(-c3ccc(O)cc3)cc21,0.9,11.0,5.0,-0.4,10.5,-3.6,5.0,-3.2,3.9
O=C(O)Cn1cc(/C=N/Nc2ccc([N+](=O)[O-])cn2)c2ccccc21,-2.5,0.0,.,-0.1,.,.,2.0,.,.
COc1ccc2nc(NC(=O)c3ccco3)sc2c1,0.5,5.9,-2.3,-0.3,-11.4,-6.3,0.0,4.7,-2.2
CCc1ccc(-c2cc(C)no2)cc1S(=O)(=O)N1CCN(C(=O)c2ccco2)CC1,-2.2,6.8,-4.2,-0.1,-5.8,-10.1,0.0,-4.1,3.0
C/C(CC(=O)Nc1ccc([N+](=O)[O-])cc1)=N\NC(=O)c1ccccc1O,-1.7,5.2,1.1,-0.1,1.1,7.3,0.0,-4.0,5.3
CCn1c(SCC(=O)N2CCCc3ccccc32)nnc1-c1ccoc1C,-1.2,-0.4,-0.5,0.0,3.1,6.6,0.0,-4.0,1.6
COc1cccc(N(CC(=O)N2CCN(C)CC2)S(=O)(=O)c2ccccc2)c1,3.5,13.1,1.4,-0.1,1.9,2.4,0.0,1.6,-2.5
Cc1oc2ccc(OS(C)(=O)=O)cc2c1C(=O)OC(C)C,-1.8,8.0,-2.6,0.0,3.7,-5.4,1.0,-0.2,-0.3
O=C(O)CCNS(=O)(=O)c1ccccc1,-1.8,13.5,3.1,0.0,-2.1,1.4,2.0,-0.5,7.4
O=c1[nH]c(CN2CCN(S(=O)(=O)/C=C/c3ccccc3)CC2)nc2ccccc12,1.8,4.5,-7.3,-0.1,0.2,-8.8,0.0,3.2,0.3
COc1ccc(NS(=O)(=O)c2cccc(C(=O)NNC(=O)CNC(=O)c3ccc(C)cc3)c2)cc1,-0.6,0.8,0.1,-0.2,-1.8,4.8,1.0,3.0,4.4
CC(=O)c1c(C)[nH]c(C(=O)C(C)Sc2nnc(NC3CC3)s2)c1C (stereo not given),.,-4.3,.,0.0,-0.8,-15.8,0.0,1.9,-11.9

# More structures
SMILES,MEX-5 binding,VLA-4 inh,Fam108B inh,Efflux pump mplx,PME-1 primary,MCL1-BIM inh,GRK2 inh,GLD-1 TGE inh,BCLXL inh
CCOC(=O)C1(Cc2ccccc2C)CCCN(C(=O)c2ccoc2)C1 (stereo not given),0.3,-14.1,-3.1,0.3,0.1,-6.2,6.0,2.8,0.6
COc1ccc(N2C(=O)CSC2c2ccc(F)c(F)c2)cc1 (stereo not given),1.2,8.4,3.3,0.1,-2.5,4.4,0.0,-9.2,5.5
COc1ccc(C2C(C(=O)c3ccco3)=C(O)C(=O)N2Cc2cccnc2)cc1OC (stereo not given),-1.2,12.8,-0.3,-0.1,1.3,1.3,0.0,1.0,2.2
CCC(C)Sc1nc(C)nc2c1c(=O)n(C)c(=O)n2C (stereo not given),-0.7,-17.4,-4.9,-0.1,-4.4,2.0,1.0,3.5,2.6
COc1cc(OC)cc(C(=O)Nc2cccc3ccccc23)c1,1.9,4.2,4.9,-0.1,-0.8,8.4,1.0,9.4,1.6
COc1ccccc1-c1nnc(SC(C)C(=O)O)n1-c1ccccc1 (stereo not given),-1.5,13.5,1.9,0.1,-1.4,-3.8,0.0,-2.4,-0.4
COc1ccccc1NC(=O)CN(C)S(=O)(=O)c1cc(C)ccc1OC,1.4,2.1,2.8,0.3,0.0,5.7,26.0,9.4,3.9
COc1cc(C(=O)OCC(=O)Nc2ccccc2C(=O)NC2CC2)c([N+](=O)[O-])cc1OC,.,4.8,.,0.0,7.0,-0.8,2.0,-8.0,-1.3
O=C(Nc1ccc(S(=O)(=O)N2CCOCC2)cc1)c1ccc2ncsc2c1,-2.1,0.3,-1.9,-0.2,-2.2,-5.9,0.0,0.9,-6.6
Cc1cc(C)c2c(=O)[nH]c(SCC(=O)c3ccc(F)c(C)c3)nc2n1,-1.5,0.2,-9.2,0.1,-5.5,-3.7,4.0,5.3,-2.1
Cc1cc(NC(=O)Cn2c(=O)oc3ccccc32)no1,.,3.7,.,0.0,-1.4,-2.0,0.0,13.4,-0.9
Cc1c(NC(=O)CN2C(=O)NC(C)(c3ccccc3Cl)C2=O)c(=O)n(-c2ccccc2)n1C (stereo not given),-3.0,7.8,5.6,0.1,2.5,3.8,6.0,3.8,7.4
CC1CCCC(C)N1C(=O)COC(=O)c1ccc(S(=O)(=O)N(C)c2ccccc2)cc1 (stereo not given),.,-4.0,.,0.2,.,.,6.0,-6.0,.
O=C(CCNC(=O)c1ccc(Br)cc1)OCc1ccccc1Cl,0.8,1.6,0.6,0.0,-0.4,-24.6,0.0,-1.4,-14.3
N#C/C(=C\c1cccc(O)c1)C(=O)N1CCCCC1,-0.1,0.2,0.9,0.1,0.0,-5.8,2.0,-13.2,1.9
Nn1c(COc2ccccc2)nnc1SC(F)F,1.6,1.6,-1.0,0.0,4.5,1.4,0.0,5.6,1.1
CCCn1ncc(CN2CCC(n3nccc3NC(=O)CCc3ccccc3)CC2)c1C,-2.8,10.6,5.0,0.0,0.8,-2.9,3.0,0.5,1.0
COc1ccccc1-c1noc2ncnc(Nc3cccc(C)c3)c12,-1.7,0.4,1.0,-0.2,3.5,-0.2,0.0,-1.2,-1.4
CC(=O)Nc1cccc(NC(=O)c2cccc3cccnc23)c1,-0.2,-5.9,-1.0,0.0,-6.8,-2.2,2.0,2.3,3.4
CCOC(=O)C1=C(C)N(CCCC(=O)O)C(=O)NC1c1ccccc1 (stereo not given),-1.2,26.4,7.0,-0.1,-3.9,11.7,1.0,7.2,5.4
O=C(NC1CCC1)C1CCC(=O)N(Cc2cccc(F)c2)C1 (stereo not given),-3.1,20.3,.,0.0,.,.,2.0,.,.
O=C(NCC(O)c1ccccc1)c1cccc(S(=O)(=O)N2CCOCC2)c1 (stereo not given),-0.2,-3.2,1.5,-0.1,0.8,7.3,2.0,9.5,4.1
CN1CCN(Cc2c(O)ccc3occ(C(=O)c4ccccc4)c23)CC1,-0.3,0.7,3.8,-0.2,-1.4,3.8,0.0,-9.7,6.0
CC(C)n1nc(C(=O)Nc2ccc(-n3cnnn3)cc2)c2ccccc2c1=O,.,-1.7,.,-0.2,.,.,4.0,-1.4,.
Cc1ccc(C)c(NS(=O)(=O)c2c(C)nn(C)c2C)c1,0.0,7.0,-2.2,0.2,-3.3,4.5,1.0,-5.2,2.9

# (listing goes on)
SMILES,MEX-5 binding,VLA-4 inh,Fam108B inh,Efflux pump mplx,PME-1 primary,MCL1-BIM inh,GRK2 inh,GLD-1 TGE inh,BCLXL inh
O=C(CN1CCN(c2ccccn2)CC1)Nc1ccc(F)cc1,-1.9,3.3,5.3,-0.1,-0.8,1.8,5.0,8.7,6.8
O=C(C1CCCN(S(=O)(=O)c2cccnc2)C1)N1CCn2c1nc1ccccc12 (stereo not given),-2.5,-18.6,1.2,0.1,-8.3,1.6,3.0,6.8,0.4
CNC(=O)Nc1ccc(C2SCCS2)cc1,-0.6,12.1,-0.7,0.0,1.0,4.5,2.0,0.0,7.8
COc1ccccc1CC(=O)NC12CC3CC(CC(C3)C1)C2,3.1,0.3,3.1,0.0,1.2,5.9,0.0,4.2,0.8
CCn1c(SCC(N)=O)nnc1C(C)C,0.8,4.2,-3.2,-0.1,3.6,-3.3,0.0,-3.6,-1.2
Cc1nc2sc3c(O)cc(=O)[nH]c3c2c(C)c1C,0.7,-0.9,3.9,0.0,-7.5,1.0,1.0,-2.4,3.7
N#CC(Cc1ccc(OC(F)F)cc1)c1nc2ccccc2[nH]1 (stereo not given),1.0,10.8,-3.2,-0.4,-6.9,-0.7,0.0,1.4,-0.9
COc1ccc(S(=O)(=O)NCCN2CCOCC2)c(C)c1C,-0.8,31.8,-1.2,0.0,0.4,1.3,2.0,7.7,-0.5
Cc1ccc(NC(=O)c2cccc(Cl)c2)nc1,1.1,2.2,5.4,0.0,3.7,7.7,2.0,2.2,5.8
CC(=O)CCC(=O)NCCc1ccccc1F,0.0,6.8,2.1,-0.2,-3.8,1.4,3.0,-2.0,0.8
CC(C)(C)NC(=O)CN1C(=O)/C(=C/c2ccccc2)SC1=S,2.3,0.8,4.2,0.0,-2.5,-4.0,1.0,-4.9,-3.1
CCc1nnc(NC(=O)CSc2nc3cccnc3n2Cc2ccccc2)s1,2.5,-3.2,-2.4,0.1,0.6,4.2,0.0,-2.4,4.9
Cc1cc(=O)cc(C)[nH]1,1.0,3.3,1.4,0.0,3.4,0.6,3.0,4.1,0.8
CCNC(=S)NS(=O)(=O)c1ccccc1,-1.8,5.9,-0.3,0.0,0.6,8.7,2.0,7.4,3.9

# Some of the compounds tested (hit frequency here may not be typical).
